Source: PubChem BioAssay (several laboratories)
TNF death inh = inhibitors of TNF-alpha triggered necroptosis, primary screen, cell-based, Jurkat FADD-/-, single concentration; Jurkat FADD-/- TNF necroptosis rescue, ATP luminescence, 24 h; 0 = TNF only, 100 = no-TNF cells; activation (protection from cell death), % at 10 µM; hit rate 0.068% among 220,000;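 active means activation, meaning protection from cell death, of at least 50% relative to plate controls; inactive means activation below 50%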;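 further: necroptosis triggered by 40 ng/mL TNF-alpha added together with compound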
PPC-1+TRAIL kill = compounds killing PPC-1 cancer cells with TRAIL present, primary screen, TRAIL potentiator project, ATPLite luminescence, uHTS; PPC-1 cells + TRAIL, ATPLite viability luminescence; cell killing (% activity), % at 4 µM; hit rate 0.41% among 220,000;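 active means cell killing above 50% in the first pass at 4 µM, then a duplicate retest at 5 µM averaging 50% or more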;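 further: plate controls were cells with TRAIL plus DMSO for no effect and medium-only wells lacking cells for full effect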
EBV gp42 block = Epstein-Barr virus gp42 inhibitors, primary screen, biochemical, uHTS, fluorescence polarization | Glycoprotein 42 (Epstein-Barr virus (strain AG876)), Q1HVG2 | hit rate 0.42% among 220,000 | inhibition, % (tested at 21.74 µM) | AID 1085, 2008 | Fluorescence polarization binding assay, mP read-out; in the data active means inhibition above about 50%
p47phox inh = p47phox/p22phox peptide binding inhibitors, primary screen, biochemical, uHTS, NADPH oxidase regulatory subunit; hit rate 0.53% among 220,000; fluorescence polarization, 2 h; inhibition, % at 24.7 µM; Neutrophil cytosol factor 1 (Homo sapiens), P14598; AID 1274, 2008;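 active means inhibition above about 30%, limit read from the data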;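 further: 0% = p47phox with labelled peptide and 100% = labelled peptide alone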
Mdm2 ligase inh = MDM2-luciferase reporter signal enhancers, primary screen, MDM2 E3 ligase inhibitor project, cell-based, luminescence, 1536-well. E3 ubiquitin-protein ligase Mdm2 (Homo sapiens), Q00987. cell-based MDM2 ubiquitination luciferase reporter, 2 h; 0 = plate control, 100 = twice control, blank-subtracted. signal enhancement, % at 5 µM. hit rate 0.11% among 210,000. AID 1230, 2008;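 active means signal enhancement of 30% or more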;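 further: luminescence tracks abundance of the self-degrading MDM2-luciferase fusion protein; higher signal means inhibition of MDM2 E3 ligase activity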
Target sequence (Q00987 whole entry, looked up, the tested form may be a part): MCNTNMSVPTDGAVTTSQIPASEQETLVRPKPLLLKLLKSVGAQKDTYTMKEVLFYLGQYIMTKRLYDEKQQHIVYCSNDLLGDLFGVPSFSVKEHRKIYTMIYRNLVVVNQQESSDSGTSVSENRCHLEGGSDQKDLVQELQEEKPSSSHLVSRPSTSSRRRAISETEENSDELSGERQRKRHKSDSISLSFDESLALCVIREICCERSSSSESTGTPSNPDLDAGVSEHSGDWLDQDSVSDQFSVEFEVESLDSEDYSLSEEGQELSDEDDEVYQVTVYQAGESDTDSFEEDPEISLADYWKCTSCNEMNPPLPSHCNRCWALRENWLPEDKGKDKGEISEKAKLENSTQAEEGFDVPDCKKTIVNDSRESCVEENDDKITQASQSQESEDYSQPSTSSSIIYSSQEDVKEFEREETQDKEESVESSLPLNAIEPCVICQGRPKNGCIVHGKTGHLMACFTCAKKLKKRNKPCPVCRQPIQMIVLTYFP
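Buffer or medium: Cells held in DMEM | Assay system: Stable mammalian line carrying autodegrading MDM2–luciferase fusion reporter | Quantity: 2000 cells/well | Times: 4 h settle plus 2 h compound, 37 °C | Doses: One concentration, 5 µM, with 0.2% DMSO | Technique: Luminescence with SteadyLite reagent, 15 min at room temperature | Benchmarks: Plate controls and plate blanks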
TRPML3 ag = human TRPML3 channel agonists, primary screen, cell-based, HEK293 TRPML3-YFP, Fluo-8 calcium fluorescence, 3 µM | Mucolipin-3 (Homo sapiens), Q8TDD5 | 100% = the carbachol control signal | activation, % at 3 µM | hit rate 0.29% among 220,000 | AID 1448, 2008;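 active means activation above its plate's cutoff, the mean activation of the plate's test wells plus 3 SD, cut at about 12% in these data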;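 further: 0% = DMSO only wells and 100% = carbachol wells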
Target sequence (Q8TDD5 whole entry, looked up): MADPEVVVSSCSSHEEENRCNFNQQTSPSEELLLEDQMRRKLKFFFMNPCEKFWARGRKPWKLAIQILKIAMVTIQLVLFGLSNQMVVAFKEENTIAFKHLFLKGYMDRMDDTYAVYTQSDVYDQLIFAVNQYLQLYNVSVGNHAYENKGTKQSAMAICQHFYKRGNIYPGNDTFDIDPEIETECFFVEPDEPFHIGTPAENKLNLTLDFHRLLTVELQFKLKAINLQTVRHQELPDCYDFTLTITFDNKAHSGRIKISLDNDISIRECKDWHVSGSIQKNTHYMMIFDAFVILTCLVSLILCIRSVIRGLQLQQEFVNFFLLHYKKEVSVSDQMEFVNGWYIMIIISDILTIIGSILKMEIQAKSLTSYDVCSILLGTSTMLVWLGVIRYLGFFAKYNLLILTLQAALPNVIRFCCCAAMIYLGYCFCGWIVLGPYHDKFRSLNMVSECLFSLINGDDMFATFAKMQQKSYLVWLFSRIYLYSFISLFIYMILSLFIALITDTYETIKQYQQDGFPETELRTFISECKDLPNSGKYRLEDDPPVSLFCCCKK
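Material: HEK293 cells stably carrying human TRPML3-YFP; compound dosing: single dose, 3 µM final nominal compound, 0.3% DMSO final; incubation: 1-h 37 °C dye load, 5-s basal, 120-s post-compound reads; technique: Fluo-8 intracellular calcium fluorescence, excitation 470-495 nm, emission 515-575 nm; read-out basis: percent activation from peak-to-basal fluorescence ratio, scaled between DMSO and carbachol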
Runt-SMMHC FRET = inhibitors of RUNX1 Runt–CBFb-SMMHC binding, primary screen, biochemical, FRET, Cerulean-Runt, Venus-CBFb-SMMHC, uHTS; hit rate 0.74% among 220,000; AID 1434, 2008; Runt-related transcription factor 1 (Homo sapiens) + Core-binding factor subunit beta …; inhibition, % at 20 µM; Cerulean-Runt/Venus-CBFb-SMMHC FRET ratio 530/480, 1 h;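 active means mean inhibition across duplicate retests at 20 µM reaching about 50%, limit read from the data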;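 further: 0% = DMSO wells and 100% = wells with excess untagged CBFb-SMMHC; inhibitors lower the FRET ratio by blocking Runt binding to CBFb-SMMHC; some results filed as inactive read as strong as hits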
TRPN1 ag = zebrafish TRPN1 channel agonists, primary screen, cell-based, HEK293, calcium fluorescence | hit rate 0.18% among 220,000 | AID 1424, 2008 | activation, % at 3 µM | transient receptor potential cation channel N1 (TRPN1/NompC), Danio rerio | HEK293 zebrafish TRPN1-YFP, Fluo-8 calcium fluorescence; 100% = response to 87 µM carbachol;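 active means activation above its plate's cutoff, the mean activation of test wells on that plate plus 3 SD, cut at about 19% in these data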;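 further: 0% = DMSO alone and 100% = 87 µM carbachol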
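Control set: carbachol 87 µM as high control, DMSO as low control; system: HEK293 stable line with zebrafish TRPN1-YFP; read-out: % activation versus carbachol response; detection: intracellular calcium fluorescence with Fluo-8; doses: single test compound dose, 3 µM nominal, 0.3% DMSO; schedule: dye 1 h 37 °C plus 30 min RT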
CHOP inhibitor = inhibitors of CHOP promoter induction, primary screen, cell-based, unfolded protein response, luciferase reporter. CHO-K1 CHOP-promoter luciferase, tunicamycin-induced, 15-18 h. inhibition, % at 10 µM. hit rate 3.8% among 220,000;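 active means compounds that reduced the stress-induced luciferase reporter signal by more than about 70% of percent inhibition, limit read from the data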;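 further: 0% = tunicamycin plus vehicle and 100% = wells without tunicamycin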
* marks the source's active call; other numbers are inactive results; . = no result given; [ ] = dose if it differs, or a comment.

Each structure is followed by: TNF death inh	PPC-1+TRAIL kill	EBV gp42 block	p47phox inh	Mdm2 ligase inh	TRPML3 ag	Runt-SMMHC FRET	TRPN1 ag	CHOP inhibitor
CC1(C)NC(=O)N(CC(O)COc2cc3ccccc3cc2C(=O)N2CCCCC2)C1=O (centres undefined)
    0.7	.	-16.9	-7.5	-1.9	0.5	-3.5	2.1	-7.5
COC(=O)CSc1cc(C)nc(NC(C)=O)n1
    -1.6	-8.2	-1.6	-10.3	-13.6	0.6	0.5	-1.5	-2.9
CCOC(=O)C1=C(C)NC(=O)CC1c1cc2c(cc1Br)OCO2 (centres undefined)
    -2.2	-0.3	-25.8	-6.0	-7.6	-0.1	1.3	-1.4	-20.4
COc1cccc(/C(C)=N/NC(=O)Cc2c(C)[nH][nH]c2=O)c1
    -0.7	4.6	-3.9	-17.9	-2.7	0.8	-2.0	0.7	4.0
CC(=O)c1sc(-c2ccc(F)cc2)cc1NS(=O)(=O)c1ccccc1
    0.7	5.7	-2.6	-9.8	-12.7	0.6	35.9	0.0	-22.1
CCc1ccc(NC(=O)c2ccc3c(=O)n4c(nc3c2)CCCCC4)cc1
    -3.3	7.6	-2.1	-0.3	-5.6	2.3	-5.3	7.4	16.1
CNC(=S)N(Cc1cccs1)Cc1cc2ccc(OC)cc2[nH]c1=O
    1.7	-13.7	-16.8	-6.7	-5.6	0.9	2.1	-0.3	5.2
c1ccc(-c2nnc(SCc3cn4ccsc4n3)o2)cc1
    -3.0	11.8	-5.2	-3.4	-13.3	0.2	-4.8	2.2	41.3
O=C(NCc1ccccn1)c1nc(-c2cccs2)no1
    0.6	15.0	-3.3	-0.9	-2.3	0.2	0.5	0.7	9.6
Cc1[nH]nc2c1/C(=N\O)CC(C)(C)C2
    1.6	20.5	-10.6	-10.9	-5.5	1.0	-1.3	0.9	-1.2
OC[C@@H](O)C1OC2NC(=S)OC2C1O (some centres undefined)
    -0.5	-5.5	-12.9	4.6	-4.9	1.1	-1.6	0.3	-25.1
CCOC(=O)N1CCN(C(=O)c2ccc(CN(c3ccc(C)c(C)c3)S(C)(=O)=O)cc2)CC1
    -2.1	-4.9	-14.5	-6.9	-15.0	-0.3	-1.9	-1.3	5.5
Cc1c(C(=O)Nc2ccc(Cl)cc2)c2ccccn2c1C(=O)c1ccc([N+](=O)[O-])cc1
    -0.8	32.4	-13.2	-11.3	-5.6	0.1	1.0	0.2	55.6
COc1ccc(-c2nc3cnccn3c2Nc2ccc3c(c2)OCO3)cc1
    -7.9	-1.7	-3.9	-0.4	-14.8	0.1	2.6	-0.8	18.7
COc1ccc(N2CCn3c2nc2c3c(=O)n(CCc3ccccc3)c(=O)n2C)c(OC)c1
    0.4	0.7	-10.6	-11.7	-13.8	0.4	1.0	0.3	23.1
Cc1ccc(SCc2nc(N)nc(Nc3ccccc3C)n2)c(C)c1
    0.7	3.5	-5.9	1.0	-6.6	-0.4	-5.6	-2.0	21.8
CCN1C(=O)C(O)(C2COC(C)(C)CC2=O)c2cc(Br)ccc21 (centres undefined)
    -10.3	-5.4	-5.6	-0.3	-9.4	0.4	-4.4	1.1	42.6
O=c1oc(-c2cccc(S(=O)(=O)N3CCOCC3)c2)nc2ccccc12
    -3.8	24.4	-7.7	-1.2	-2.5	-0.1	-3.4	0.4	-7.3
Cn1c(=O)c2c(nc(Br)n2Cc2ccccc2Cl)n(C)c1=O
    -0.3	-1.3	-1.7	-5.8	-2.1	0.9	-1.3	2.4	9.4
CCOc1ccc(C(Nc2cccnc2)c2cc(Cl)c3cccnc3c2O)cc1 (centres undefined)
    -4.8	23.2	18.7	39.7*	-7.9	1.3	21.3	1.7	53.9

Following part.
Each structure is followed by: TNF death inh	PPC-1+TRAIL kill	EBV gp42 block	p47phox inh	Mdm2 ligase inh	TRPML3 ag	Runt-SMMHC FRET	TRPN1 ag	CHOP inhibitor
COc1ccc(/C=C2\SC(=O)N(CCNC(=O)CCS(=O)(=O)c3ccc(C)cc3)C2=O)cc1
    -3.1	17.2	-19.7	-40.7	-9.9	-0.1	-4.0	-1.5	26.9
c1ccc(OCCCc2nc(-c3ccccn3)no2)cc1
    -0.4	3.1	-10.5	-7.0	2.3	0.8	2.4	0.1	36.8
O=C(c1ccncc1)N1CCN(C(=O)c2ccco2)CC1
    -1.2	-4.2	-20.6	-10.6	-12.8	1.1	3.0	-0.8	15.5
CCOC(=O)c1c2c3c(c(Cl)ccc3[nH]c1=O)C(=O)c1ccccc1-2
    -5.4	-0.2	15.1	-9.5	-4.8	0.6	-37.0	0.3	0.9
CC(=O)c1cccc(NC(=O)COC(=O)c2ccc3c(c2)OCCO3)c1
    0.8	4.0	-12.2	-2.2	-3.3	1.5	-2.8	3.5	12.0
COc1cccc2cc(C(N)=O)/c(=N/NC(=O)COc3ccc(Cl)cc3)oc12
    2.6	15.8	23.2	25.4	-7.3	0.9	-21.8	0.0	1.4
CCOc1ccc(/C=N/NC(=O)Cc2csc(Nc3cccc(C(F)(F)F)c3)n2)cc1
    -2.4	21.9	-12.7	-12.2	-17.4	-0.3	-4.5	0.3	106.2*
COCCNC(=O)c1ccc2c(c1)NC(=O)CS2
    -2.1	23.4	-7.0	7.5	-60.7	0.1	-10.1	0.6	4.7
CCOc1ccccc1N1CC(C(=O)Nc2ccc3c(c2)OCCO3)CC1=O (centres undefined)
    0.4	14.4	-3.3	-14.1	-10.4	-0.2	-0.6	-1.1	-14.9
COc1cc(NC(=S)N2CCCCC2C)c(OC)cc1Cl (centres undefined)
    -0.6	-15.9	6.7	-4.5	.	0.2	1.5	-1.3	0.1
CC(=O)NNC(=S)NC(=O)c1ccc(C)cc1
    -1.0	9.2	-19.5	0.2	-27.4	0.4	5.3	0.4	80.0*
N#Cc1c(N)nc(SCC(=O)C23CC4CC(CC(C4)C2)C3)c(C#N)c1-c1ccc(Cl)cc1
    -2.6	2.2	-10.0	-25.5	-13.4	0.9	-5.7	-0.4	100.5*
O=C(CN1C(=O)C2C3CC(C(Br)C3Br)C2C1=O)N1CCN(Cc2ccccc2)CC1 (centres undefined)
    0.4	-14.5	-2.1	-15.1	.	8.0	-0.5	26.8*	-3.0
Cc1nonc1NC(=O)CSc1ccc(-c2ccccc2)nn1
    2.4	-1.5	3.7	-7.1	-5.7	-1.0	-3.5	-0.6	28.1
O=CNc1ccccc1Oc1ccccc1
    0.0	-0.1	-17.6	-14.2	-10.8	0.8	5.2	-0.5	20.0
C/C(CCc1ccccc1)=N\NC(=O)COc1ccccc1C
    0.2	13.4	-15.3	-16.1	-23.3	0.8	-2.1	-1.4	7.5
CCSc1ccccc1C(=O)Nc1ccc(S(=O)(=O)NC(C)=O)cc1
    -0.2	8.8	-2.6	2.3	-64.6	0.8	1.3	3.0	-24.7
CCc1nc2sc(C(C)=O)c(N)c2c2c1CCCC2
    2.0	0.1	-11.7	0.6	-2.8	-0.3	81.0*	0.6	46.2
CCC(C)(C(=O)NC1CCCCC1)N(C(=O)CNC(C)=O)c1c(C)n(C)n(-c2ccccc2)c1=O (centres undefined)
    -1.5	7.3	-19.5	-2.4	-8.3	0.4	-1.9	-0.3	24.4
Cn1nnc(NC(=O)c2ccc(C(C)(C)C)cc2)n1
    -0.6	54.3*[5 µM]	-29.2	-7.5	1.1	0.6	-1.7	0.4	-4.2

Going on with the list.
Each structure is followed by: TNF death inh	PPC-1+TRAIL kill	EBV gp42 block	p47phox inh	Mdm2 ligase inh	TRPML3 ag	Runt-SMMHC FRET	TRPN1 ag	CHOP inhibitor
COc1ccc(NC(=O)c2nc3nc(C)cc(C(F)F)n3n2)cc1OC
    0.0	-4.6	-3.0	-18.2	-8.6	-0.2	-4.0	0.6	-9.3
COc1ccc(NC(=S)NC2CC3CCC(C2)N3Cc2ccco2)cc1 (centres undefined)
    0.2	1.1	-26.2	-3.8	-1.2	1.3	1.1	-0.8	2.9
CC(C)(C)NC(=O)COC(=O)c1ccc(F)cc1Cl
    0.0	7.0	-6.3	-1.9	-9.3	0.0	1.6	2.5	-3.7
Cc1ccc(S(=O)(=O)N2CCOCC2)cc1C(=O)N1CCN(S(=O)(=O)c2cccs2)CC1
    3.9	6.4	-16.1	3.6	.	0.4	-1.1	1.8	-3.0
COCCN(C(=S)Nc1cccc(C)c1C)C(C)c1ccco1 (centres undefined)
    -1.1	33.1	-4.7	-6.3	-6.7	1.4	-3.2	1.4	46.0
O=C(c1ccccc1)N1CCN(C(=S)NCc2ccco2)CC1
    2.4	29.5	0.5	5.1	-5.8	0.6	2.8	0.8	-14.7
Cc1[nH]c(=S)[nH]c(=O)c1CCCO
    0.4	6.0	-8.6	-3.4	1.3	0.5	-0.2	0.1	11.3
